# ABHD5-PLIN5 inh: inhibitors of human ABHD5-perilipin-5 interaction. Split G. princeps luciferase complementation, luminescence, 4 h. inhibition, % at 4 µM. 0.78% of 360,000 active;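 active = inhibition above the mean inhibition across every tested compound plus 3 SD, cut at about 22% in these data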;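 also: 0% = DMSO only wells and the 100% control is not disclosed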
# MC4R barr agon: activates human MC4R beta-arrestin recruitment; P32245; U2OS MC4R beta-arrestin complementation, luminescence; percent of melanotan II response, DMSO zero; activation, % at 8.9 µM; 0.98% of 360,000 active; AID 540308;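 active = activation above a per-plate cutoff, the mean activation of sample wells on that plate plus 3 SD, cut at about 8% in these data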
# Target sequence (P32245 whole entry, looked up): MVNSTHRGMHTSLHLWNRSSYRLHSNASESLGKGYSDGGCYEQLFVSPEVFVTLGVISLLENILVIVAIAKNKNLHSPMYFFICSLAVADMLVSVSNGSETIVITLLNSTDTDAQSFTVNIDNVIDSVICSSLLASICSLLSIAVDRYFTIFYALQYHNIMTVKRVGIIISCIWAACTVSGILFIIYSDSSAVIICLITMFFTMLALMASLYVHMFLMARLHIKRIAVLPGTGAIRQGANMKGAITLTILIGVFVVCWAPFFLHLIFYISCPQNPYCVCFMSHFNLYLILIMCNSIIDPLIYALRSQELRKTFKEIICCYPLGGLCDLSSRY
# ABCB6 inh MLPCN: human ABCB6 transporter inhibition | K562-ABCB6 porphyrin accumulation, flow cytometry, 1 h; stronger effect = lower value | fluorescence ratio to DMSO, % at 10 µM | 0.19% of 360,000 active;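 active = fluorescence ratio to DMSO below 75%, the collection mean minus 3 SD; inconclusive = too few cells collected in the well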;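 also: signal is porphyrin accumulated inside mitochondria; 100% equals median channel fluorescence of DMSO control wells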
# MC4R antagonist: blocks human MC4R cAMP signaling; P32245; inhibition, % at 6.5 µM; 0.48% of 360,000 active; MC4R-expressing cells, MTII-stimulated cAMP, LANCE TR-FRET; AID 540295;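 active = inhibition above its plate's cutoff, the mean of tested wells on that plate plus 3 SD, cut at about 29% in these data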;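 also: 0% = Melanotan II alone and 100% = Melanotan II plus saturating MCL0020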
#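 System: U2OS cells stably expressing human melanocortin 4 receptor (MC4R). Reagent: Melanotan II challenge after compound preincubation. Doses: 6.5 µM. Times: 30-min compound, 1-h challenge, 1-h detection, room temperature. Measured by: TR-FRET with Eu-cAMP and labeled anti-cAMP, 671 nm. Replicates: singlicate.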
# aDG glyco act: alpha-DG glycosylation activation; Pro5-aDG cells, alpha-DG glycosylation AlphaScreen (IIH6); 0% Pro5, 100% B10-LARGE cell signal; activation, % at 10 µM; 0.22% of 360,000 active;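 active = activation of at least 8% versus controls, or a plate z-score of at least 8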;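 also: Pro5 are CHO cells carrying HIG-tagged alpha-DG that lacks glycosylation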
# Vif inh: inhibitors of HIV Vif. HEK293T cells, Vif self-association by quenched fluorescence, imaging, 24 h. inhibition, % at 7.49 µM. AID 602346. 0.35% of 340,000 active; in the data active = inhibition above about 50%, passing the limit was not always enough; inconclusive = no clear call, values can overlap the other calls; inactive = below about 31%; also: some results filed as inactive read as strong as hits
# NOD2 RIPK2 PPI: blocks binding of human NOD2 to RIPK2. O43353. CHO BLA complementation NOD2-RIPK2, CCF4 ratio. inhibition, % at 4.98 µM. 0.38% of 360,000 active. AID 624267; in the data active = inhibition above about 21%;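 also: 0% = vehicle only and 100% = reference blocker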
# Target sequence (O43353 whole entry, looked up): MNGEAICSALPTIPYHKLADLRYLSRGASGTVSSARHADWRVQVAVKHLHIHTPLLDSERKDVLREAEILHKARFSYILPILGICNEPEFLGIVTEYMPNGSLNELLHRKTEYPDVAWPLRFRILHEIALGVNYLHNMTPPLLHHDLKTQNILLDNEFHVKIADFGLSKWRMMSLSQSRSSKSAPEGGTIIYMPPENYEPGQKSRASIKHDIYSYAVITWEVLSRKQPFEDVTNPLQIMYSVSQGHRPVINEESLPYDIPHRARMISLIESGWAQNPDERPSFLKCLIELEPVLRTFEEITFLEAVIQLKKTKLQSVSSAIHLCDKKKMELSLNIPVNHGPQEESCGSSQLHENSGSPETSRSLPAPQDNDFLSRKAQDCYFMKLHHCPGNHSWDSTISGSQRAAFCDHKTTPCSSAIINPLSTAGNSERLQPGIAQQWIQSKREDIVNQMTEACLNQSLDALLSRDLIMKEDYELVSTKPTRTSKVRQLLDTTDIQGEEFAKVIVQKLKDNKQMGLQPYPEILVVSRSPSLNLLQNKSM
# TLR9-MyD88 block: TLR9-MyD88 interaction inhibition; 0.21% of 340,000 active; Q9NR96+Q99836; CHO BLA complementation TLR9-MyD88, CCF4 FRET ratio; inhibition, % at 4.98 µM;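 active = inhibition above the mean over all tested compounds plus 3 SD, cut at about 21% in these data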;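 also: 0% = DMSO only wells and 100% = clavulanate BLA inhibitor control wells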
# N-glyco inh: blocks N-linked glycosylation in D54 reporter cells; reporter increase, % at 12.5 µM; 0.23% of 360,000 active; D54 ERlucT glycosylation luciferase reporter, 24 h; percent of 100 nM tunicamycin response; AID 588692;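 active = mean luciferase reporter signal, scaled so untreated is 0 and the glycosylation-blocking control 100, at or above a set limit in every replicate; inconclusive = mean reaches the limit but not every replicate does; inactive = mean below the limit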;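 also: luciferase carries N-glycosylation sites so blocking glycosylation raises the light; 0% = median of neutral control wells and 100% = median of 100 nM tunicamycin wells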
# Granule exo inh: blocks lytic granule exocytosis. TALL-104 LAMP-1 surface exposure, flow cytometry; cells stimulated with thapsigargin and PMA. inhibition, % at 10 µM. 0.66% of 360,000 active;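 active = inhibition above about 55%, limit read from the data; inconclusive = no clear call, values can overlap the other calls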
# Active calls of the source: *; ? = inconclusive; nt = no result given.
SMILES,ABHD5-PLIN5 inh,MC4R barr agon,ABCB6 inh MLPCN,MC4R antagonist,aDG glyco act,Vif inh,NOD2 RIPK2 PPI,TLR9-MyD88 block,N-glyco inh,Granule exo inh
Cc1onc(-c2c(Cl)cccc2Cl)c1C(=O)NCCc1ccncc1,0,-2.9,97,6,0.1,-3,-2,-6,2,-4
COc1ccc(C(=O)N2CCC(N3CCN(c4ccccc4)CC3)CC2)cc1OC,15,0.5,92,-4,-0.3,-8,-1,-11,1,1
CCC1Cc2c(nc(N)c3c(N)nc(N4CCCCC4)c(C#N)c23)O1 (stereo not given),2,-0.3,100,6,0.4,-1,8,-1,8,0
CCCSc1nc2c3c(sc2c(=O)[nH]1)CC(C)(CC)OC3 (stereo not given),4,-0.8,97,10,-0.6,0,6,-11,-1,-5
CCC(C)n1ncn(-c2ccc(N3CCN(c4ccc(O)cc4)CC3)cc2)c1=O (stereo not given),-3,0.9,97,2,0.6,4,1,-1,-2,-8
C=CCNc1nc(C(=O)OCC(=O)Nc2ccccc2C(F)(F)F)cs1,8,1.5,99,5,-0.1,8,-7,6,3,-7
Cc1ccc(-c2c3c(=O)n(C)c(=O)n(C)c3cn2Cc2ccccc2)cc1,10,-2.6,97,1,0.1,19,5,-6,-1,-6
CC(C(=O)OCc1nnc(-c2ccccc2)o1)N1C(=O)c2ccccc2C1=O (stereo not given),-3,-1.0,96,-7,0.1,-11,-6,0,2,7
O=C(NC(CO)Cc1ccc([N+](=O)[O-])cc1)C(Cl)Cl (stereo not given),-3,2.5,99,3,0.3,4,8,-3,4,0
O=C(O)C/C=C(/NC(=O)OCc1ccccc1)C(=O)OCc1ccccc1,0,-1.6,100,7,-0.4,-3,-11,6,0,1
C/C(=N\NC(=O)c1cccs1)c1ccncc1,1,-0.1,102,4,0.2,nt,4,7,2,-10
Cn1c(SCc2ccccc2)nnc1-c1cccs1,0,-1.4,101,-5,0.0,-4,0,-4,6,1
Cc1sc2ncn(CC(=O)NCCCC(=O)N3CCN(c4ccccc4F)CC3)c(=O)c2c1C,0,1.3,80,-1,0.1,4,-7,2,-1,-4
Cc1cccc(CN2CCN(Cc3ccc4nonc4c3)CC2CCO)n1 (stereo not given),-4,1.3,95,1,0.2,1,-1,3,2,-1
Cc1ccc(C)c(NC(=O)CN(C)C(=O)COc2ncnc3sccc23)c1,2,-1.9,97,26,-0.2,-7,-5,8,0,0
O=C(NCc1ccccc1)c1ccc(-c2ccc(F)cc2)o1,0,-0.5,94,9,0.3,-4,-3,-2,-4,0
COc1ccccc1N(CCC#N)C(=O)COC(=O)CCC(=O)c1ccc(F)cc1,2,3.0,97,-5,0.2,6,4,-3,2,-1
COC(=O)C1Cc2c([nH]c3ccccc23)CN1C(C)=O (stereo not given),-6,-2.8,99,2,0.0,-2,11,-11,-2,-6
CCOc1cc(/C=N/NC(=O)Cn2nc([N+](=O)[O-])cc2C)cc(Br)c1OCc1ccccc1F,-4,5.0,98,6,0.3,7,-8,0,-8,8
N#CCCN1CCC(NC(=O)OCc2ccccc2)CCC1=O (stereo not given),8,-0.5,96,11,-0.2,2,-2,-2,0,3
O=C1CSC(=S)N1/N=C/C=C/c1ccccc1,-21,-0.8,94,0,0.0,4,-9,3,0,-3
CSc1cccc(NC(=O)C2CCN(S(C)(=O)=O)CC2)c1,4,-1.1,96,1,-0.1,1,-3,6,2,5
COc1ccc(-c2c(C(F)(F)F)nn(C)c2NC(=O)CSCC(=O)O)cc1,0,-1.7,97,5,-0.1,40,2,nt,3,-13
O=C(Nc1ccc(N2CCOCC2)cc1N1CCOCC1)c1ccccc1,2,-0.7,95,8,0.1,11,5,-10,2,-5
O=C(C1CCN(S(=O)(=O)c2ccccc2)CC1)N1CCCCC1,-6,0.7,97,2,-0.1,-3,-13,2,-2,-9
# Next section.
SMILES,ABHD5-PLIN5 inh,MC4R barr agon,ABCB6 inh MLPCN,MC4R antagonist,aDG glyco act,Vif inh,NOD2 RIPK2 PPI,TLR9-MyD88 block,N-glyco inh,Granule exo inh
CC(C)(C)c1ccc(C(=O)N2CCN(CCNC(=O)C(=O)Nc3ccc(F)cc3)CC2)cc1,-6,-0.8,98,6,0.5,nt,-7,-13,nt,0
O=C(NNC(=O)c1sccc1-n1cccc1)c1cccs1,-2,-3.0,103,5,0.5,-8,-3,-1,4,-1
CC(C)C(NC(=O)c1ccccc1F)C(=O)NCCCn1ccnc1 (stereo not given),-9,-1.1,97,10,0.0,-12,-14,0,2,1
COc1ccc(CCNC(=O)COC(=O)c2ccc([N+](=O)[O-])o2)cc1,-15,-0.5,106,-3,0.4,-1,1,-8,-1,-2
CCCC1NC(=O)c2cc3ccccc3cc2-n2c1nc1cc(Cl)ccc1c2=O (stereo not given),6,2.0,101,5,-0.2,-1,1,-6,4,-6
Cc1cccc(NC(=O)c2ccc(Cl)c(S(=O)(=O)N3CCCC3)c2)n1,-2,-3.0,94,17,0.1,-5,-16,-12,-2,-11
CCOc1cccc(NC(=O)CSc2nc(C)c3c(c2C#N)CCCC3)c1,2,-1.0,94,5,0.2,7,-5,-9,0,-4
Cc1c(C)c2cc(Cl)c(O)c(CN3CCCC(C)C3)c2oc1=O (stereo not given),-6,-0.3,101,7,0.0,-2,-8,-6,-1,-4
Cc1ccccc1-c1nc(CN2CCC(C(=O)NCCCN3CCOCC3)CC2)c(C)o1,7,-1.6,85,-10,0.5,1,-2,-6,-3,1
O=C(Cc1ccccc1[N+](=O)[O-])NCCSCc1c(F)cccc1Cl,-1,1.2,98,9,-0.2,11,0,-3,0,-4
Cc1cc(C(=O)Nc2ccc(F)c(Cl)c2)on1,3,-1.9,99,1,0.2,-10,4,-1,0,2
C=CCNCCCCOc1ccc(OCC)cc1,2,-1.7,88,1,0.5,13,-2,6,-4,0
CCOC(=O)C1=C(c2ccccc2)OC(N)=C(C#N)C1c1ccncc1 (stereo not given),-16,-1.4,100,3,-0.4,12,-3,2,1,6
COc1ccc(OCCN2C(=O)NC(C)(c3ccc(C)cc3)C2=O)cc1 (stereo not given),2,-0.4,102,5,0.0,-5,-4,4,-2,0
COc1ccc(C2Nc3ccccc3C(=O)N2Cc2ccco2)cc1COc1ccc(NC(C)=O)cc1 (stereo not given),9,-1.1,100,1,0.0,nt,-4,-4,-3,4
C/C(=N\NC(=O)c1ccc(Cl)c(Cl)c1)c1cccc(NC(=O)C(C)C)c1,0,-0.6,96,-4,-0.2,nt,-10,-4,0,2
COCCNC(=O)Cn1cc(/C=N/NC(=O)c2ccc(Oc3ccc(O)cc3)cc2)c2ccccc21,1,-3.5,94,-1,-0.3,0,-4,2,1,-1
O=C(CSc1nc2ccccc2s1)NC1CCCC1,-2,-2.4,100,9,0.5,-8,-8,8,2,0
Cn1c(N2CCN(S(=O)(=O)c3ccc(Cl)cc3)CC2)nc2ccccc21,2,-2.6,98,12,0.9,12,4,7,1,23
Clc1ccc(/C=N/NC(=Nc2ccccc2)c2ccccn2)c(Cl)c1,3,1.0,97,18,-0.4,3,-1,4,-9,-4
COc1c(O)cc2oc(-c3ccc(O)c(O)c3)cc(=O)c2c1O,10,-1.4,99,-29,-0.7,-4,-1,-4,-7,-7
CC1(C(=O)Nc2cccc(C(F)(F)F)c2)Cc2c(-c3ccc4c(c3)OCO4)ccnc2O1 (stereo not given),-5,0.7,99,-3,-0.1,10,4,nt,4,-4
CC1(C)Cc2c(c(N3CCOCC3)nc3sc4c(=O)[nH]cnc4c23)CS1,1,0.5,104,-38,-0.4,?,-4,6,5,-1
O=C(Nc1ccc(Cl)c(C(F)(F)F)c1)C1Cc2c(-c3ccc4c(c3)OCO4)ccnc2O1 (stereo not given),-10,-1.0,97,9,0.0,nt,0,nt,2,2
O=C(Nc1ccccc1)c1ccccc1NS(=O)(=O)c1ccc(Cl)s1,0,-0.1,99,18,0.6,-22,-5,-3,0,12
# The listing continues.
SMILES,ABHD5-PLIN5 inh,MC4R barr agon,ABCB6 inh MLPCN,MC4R antagonist,aDG glyco act,Vif inh,NOD2 RIPK2 PPI,TLR9-MyD88 block,N-glyco inh,Granule exo inh
O=C(NC1CCCc2ccccc21)c1ccccn1 (stereo not given),-13,0.9,97,-3,-0.1,2,-1,2,-1,-6
COc1cccc(NC(=O)COc2coc(CN3CCc4ccccc4C3)cc2=O)c1,3,-2.2,95,9,0.3,-3,-8,3,3,3
COc1ccccc1NC(=O)C1CCN(C(=O)c2ccco2)CC1,4,-0.3,98,1,0.0,-5,-6,4,0,8
COCc1ccc(C(=O)N2CCCC(Nc3ccc(C(C)C)cc3)C2)s1 (stereo not given),-12,-3.1,96,-2,0.2,-8,-9,1,0,2
Cc1ccnc(NC(=O)CNC(=O)COc2ccccc2)c1,16,-0.8,96,0,0.0,21,-5,-15,-3,-5
Cc1ccc(S(=O)(=O)N(C)c2ccccc2C(=O)Nc2ccc(F)cc2F)cc1,-2,-1.5,94,4,0.0,-3,5,-4,-5,13
COc1cc(/C=C2\C(=O)N(c3ccccc3)N=C2C)ccc1Oc1ccc([N+](=O)[O-])cc1[N+](=O)[O-],8,0.6,100,2,-0.3,10,5,-2,3,10
CCOC(=O)c1ccc(NC(=O)COc2cc(=O)n(CC)c3ccccc23)cc1,4,-1.6,102,9,0.2,17,-15,-4,1,1
O=C(Nc1cc(=O)[nH]c2nc(-c3ccccc3)nn12)c1ccccc1Cl,-1,0.2,95,-1,0.0,1,-7,-2,0,1
COc1ccc(NC(=O)CN(c2ccc(OC)c(Cl)c2)S(=O)(=O)c2ccccc2)c(OC)c1,6,0.1,98,15,-0.2,-3,1,-5,-3,23
O=C(Nc1ccc2ccccc2c1)OC1CCS(=O)(=O)C1 (stereo not given),-3,nt,99,nt,-0.2,nt,-6,nt,nt,-6
Cc1nn(C)c(Sc2ccccn2)c1[N+](=O)[O-],10,3.7,96,3,0.0,-3,2,nt,0,5
CCOc1ccc2[nH]c(=O)c(CN(CCN3CCCC3)C(=S)Nc3ccccc3OC)cc2c1,-4,0.2,100,22,-0.1,-2,-2,-9,-2,-1
O=C(CC1NCCNC1=O)NC1Cc2ccccc2C1 (stereo not given),-2,-1.9,97,3,-0.1,6,-2,nt,0,-9
CCN1CCn2c3c(c4cc(C)ccc42)CCCC31 (stereo not given),9,4.0,102,-4,3.0,12,5,-12,-3,?
CC(C)Cc1n[nH]c(=O)[nH]1,-4,-1.2,100,8,-0.3,5,-1,4,2,1
CC(OC(=O)CCc1c[nH]c2ccccc12)C(=O)c1ccccc1 (stereo not given),2,-1.5,96,10,-0.1,0,11,14,2,-2
COc1ccc(CCNC(=O)c2cnn3ccccc23)c(OC)c1OC,9,-1.0,95,11,-0.1,nt,-13,-1,-3,0
Cc1cc(C(=O)CSc2nnc(-c3ccc(OC(F)F)cc3)o2)c(C)n1Cc1cccs1,-4,0.3,93,-2,0.0,-7,-2,-7,5,4

# Screening data (PubChem)

# Only part of the results is shown; count on the stated rates, not on these rows.
